# S1P3 ag = activates the human S1P3 receptor. Q99500. S1P3 NFAT-BLA reporter cells, agonism, FRET ratio; relative to 1 µM S1P, basal subtracted. activation, % at 4.5 µM. 60,000 compounds, 0.1% hits. AID 373;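 active = activation above the screen-wide mean plus 3 SD, cut at about 4.5% in these data, passing the limit was not always enough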; also: some compounds called inactive have numbers as strong as hits
#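 Measure – % activation relative to 1 µM S1P (100%), per plate · System – stable CHO line with human S1P3, Gα16, NFAT-BLA reporter · Timing – cells plated overnight, compound 4 h 37 °C, substrate 2 h RT · Technique – fluorescent BLA substrate, ex 405 nm, em 460/535 nm ratio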
# Jurkat viability = cytotoxic compounds reducing Jurkat cell viability | Jurkat E6.1 viability, ATP luminescence, 48 h | inhibition, % at 4 µM | 56,000 compounds, 1.2% hits;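 active = inhibition above the mean inhibition of all tested compounds plus 3 SD, cut at about 28% in these data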
# 5HT1E ag = agonists of human 5-HT1E serotonin receptor; 65,000 compounds, 0.69% hits; activation, % at 6 µM; CHO 5-HT1E Ga15 NFAT-bla reporter, FRET; 0% DMSO wells, 100% control agonist wells; P28566;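 active = activation above a set limit, the screen-wide mean activation plus 3 SD, cut at about 8.5% in these data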;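 also: 100% = positive control agonist at 1 µM giving full maximal response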
# S1P1 ag pot = activates or potentiates agonism at human S1P1 receptor. 56,000 compounds, 0.57% hits. S1P1 CRE-bla cells, forskolin, beta-lactamase FRET, potentiator mode; S1P1 agonist co-added at EC20, 2 nM; 100% = saturating reference agonist, 0% = basal. P21453. activation, % at 9.5 µM;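 active = activation above a cutoff set at the mean activation of all tested compounds plus 3 SD, cut at about 54% in these data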;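 also: forskolin at 4 µM as EC80 and the EC20 agonist is SEW2871; 100% = SEW2871 at its EC100 plus forskolin at EC80; some compounds past the cut are filed as inactive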
# Target sequence (P21453 whole entry, looked up): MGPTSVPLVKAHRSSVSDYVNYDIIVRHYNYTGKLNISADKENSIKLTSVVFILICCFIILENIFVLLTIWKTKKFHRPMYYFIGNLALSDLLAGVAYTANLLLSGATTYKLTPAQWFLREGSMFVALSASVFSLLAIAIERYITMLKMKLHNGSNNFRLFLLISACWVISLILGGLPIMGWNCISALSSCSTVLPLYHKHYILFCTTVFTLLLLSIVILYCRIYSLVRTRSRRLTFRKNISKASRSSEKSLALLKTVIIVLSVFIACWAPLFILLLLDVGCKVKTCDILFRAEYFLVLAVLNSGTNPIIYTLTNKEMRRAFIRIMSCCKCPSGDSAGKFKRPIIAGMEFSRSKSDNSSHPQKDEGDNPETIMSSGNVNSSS
# 5HT1a ag = 5-HT1a (human) receptor agonism. P08908. CHO 5-HT1a Ga15 NFAT-bla reporter, FRET ratio; 0% basal, 100% maximal reference agonist. activation, % at 10 µM. 65,000 compounds, 0.56% hits. AID 567;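 active = activation above the screen-wide mean activation plus 3 SD, cut at about 19% in these data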;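 also: 0% = DMSO wells and 100% = 5-CT at EC100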
# HTR1E antagonist = antagonists of human 5-HT1E serotonin receptor; CHO 5-HT1E Ga15 NFAT-bla reporter, FRET, antagonist; P28566; AID 571; inhibition, % at 6 µM; 65,000 compounds, 0.99% hits;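 active = inhibition above a set limit, the mean inhibition across every tested compound plus 3 SD, cut at about 29% in these data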;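 also: signal is the 460 over 535 nm emission ratio of beta-lactamase substrate; 0% = agonist plus DMSO wells and 100% = wells without agonist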
# D1 allo mod = allosterically modulates the human D1 dopamine receptor; B-score at 10 µM; P21728; 58,000 compounds, 5.9% hits; HEK293 D1, CRE-luciferase, dopamine EC30 potentiation; actives deviate in either direction; AID 641;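 active = luminescence count or its row- and column-corrected plate score outside the 99.7% band of the plate's sample wells, on either side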
# Target sequence (P21728 whole entry, looked up): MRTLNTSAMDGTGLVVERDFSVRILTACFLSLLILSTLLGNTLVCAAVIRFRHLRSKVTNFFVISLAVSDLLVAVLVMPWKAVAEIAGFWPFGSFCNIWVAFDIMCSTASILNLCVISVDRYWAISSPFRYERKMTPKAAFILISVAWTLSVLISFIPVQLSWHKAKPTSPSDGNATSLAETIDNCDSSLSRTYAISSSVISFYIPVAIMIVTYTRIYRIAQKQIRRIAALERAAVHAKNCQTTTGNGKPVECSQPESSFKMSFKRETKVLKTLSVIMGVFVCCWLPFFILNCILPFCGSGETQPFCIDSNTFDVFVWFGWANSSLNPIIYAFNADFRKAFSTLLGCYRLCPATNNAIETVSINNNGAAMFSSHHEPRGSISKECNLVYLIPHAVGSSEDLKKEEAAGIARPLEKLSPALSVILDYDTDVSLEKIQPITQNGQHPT
# HEK293 NFkB inh = inhibitors of the PMA/ionomycin-induced NF-kB reporter in HEK293 cells. HEK-293 NF-kB luciferase reporter, luminescence. inhibition, % at 3 µM. 62,000 compounds, 0.21% hits;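 active = inhibition above the mean of all tested compounds plus 3 SD, cut at about 40% in these data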;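 also: 0% = stimulated DMSO wells and 100% = 10 µM reference inhibitor 5653914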
#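 Material: HEK-293 cells with stable firefly luciferase reporter driven by four HIV NF-kB elements / Also added: PMA plus ionomycin mix as NF-kB-activating stimulus / Compound dosing: 3 µM once, 0.30% DMSO / Times: 1 h pretreatment, 16 h stimulation, 37 °C / Signal: luminescence / Evaluation: per-plate % inhibition versus controls / Benchmarks: DMSO and 10 µM reference inhibitor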
# 5-HT1A blocker = antagonists of human 5-HT1a serotonin receptor; inhibition, % at 10 µM; 62,000 compounds, 0.68% hits; P08908; CHO 5-HT1a Ga15 NFAT-bla reporter, antagonist mode;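 active = inhibition above the mean of all tested compounds plus 3 SD, cut at about 43% in these data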;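 also: receptor stimulated by 5-CT agonist at 100 nM near EC80; beta-lactamase reporter measured by ratiometric fluorescence of a cleavable substrate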
# The depositor's hits bear a star; nt = not tested or not shown. Rows are unselected; overall some 8.3% were active at least once.
SMILES,S1P3 ag,Jurkat viability,5HT1E ag,S1P1 ag pot,5HT1a ag,HTR1E antagonist,D1 allo mod,HEK293 NFkB inh,5-HT1A blocker
Brc1ccc(-c2nnc(-c3ccc4c(c3)OCO4)o2)o1,-0.7,-11,-0.5,nt,0.2,-9,-1.6,-9,17
Cc1ccc(S(=O)(=O)N2CCN(C(=O)N(C)C)CC2)cc1C,-0.9,6,0.5,2,0.8,5,-0.063,16,5
COc1ccc(C2C3=C(CCCC3=O)Nc3nc4ccccc4n32)cc1OC (stereo not drawn),-0.3,0,1.0,nt,-0.9,-7,1.6,10,0
CC(=O)Nc1nc(CC(=O)c2ccccc2)cs1,-0.8,-8,-0.4,-11,-1.5,-7,nt,11,-7
Cc1cc(OCCCCCNCCO)cc(C)c1Cl,0.1,1,1.2,5,1.4,-1,nt,23,1
COCCCNC(=O)C1CCC(=O)N1Cc1ccccc1Cl (stereo not drawn),-0.4,1,0.4,1,-0.9,-4,-0.46,6,7
CCOc1ccc2[nH]c(=O)c(CN(CCO)C(=O)c3ccc(F)cc3)cc2c1,-0.8,7,-0.2,-9,-2.9,4,0.35,10,-4
COc1cc(C2N(c3cc(C)on3)C(=O)C3CCCN32)cc(OC)c1OC (stereo not drawn),0.5,-2,0.0,-10,0.6,-4,-0.33,20,5
Cc1nnc(NC(=O)c2cccc(F)c2)s1,-0.8,0,-1.1,-4,-0.6,4,-0.1,-1,7
COC(=O)c1ccsc1NC(=O)CSc1nnnn1Cc1ccccc1,-0.4,1,-0.6,-19,-2.1,7,0.011,-6,0
COc1ccc(C2C(C#N)=C(N)Oc3n[nH]c(C)c32)cc1CSc1ccccn1 (stereo not drawn),-4.4,nt,-0.9,-4,-1.2,8,0.8,nt,nt
COC(=O)CSc1cc(SCC(=O)OC)c(C#N)c(SCC(=O)OC)c1,-0.8,3,-0.6,-14,-2.5,5,-4.6*,0,0
CN(C(=O)C1CCCO1)c1nnc(-c2ccccn2)s1 (stereo not drawn),-0.4,4,0.1,8,-2.2,6,-0.4,-3,0
COc1ccccc1C1c2c(oc3ccc(Cl)cc3c2=O)C(=O)N1c1cc(C)on1 (stereo not drawn),-0.8,3,-0.8,-25,-3.2,-4,-0.48,11,-8
COC(=O)c1ccccc1NC(=O)c1cnc2sccn2c1=O,-1.2,3,0.6,2,-1.5,15,0.64,19,-17
CCCN1CCN(C(c2cc3cc(OCC)ccc3[nH]c2=O)c2nnnn2C2CCCCC2)CC1 (stereo not drawn),-0.5,6,-0.5,8,-0.3,1,0.23,6,2
CCOC(=O)C(NC(=O)CC)(Nc1cc(C)on1)C(F)(F)F (stereo not drawn),-0.4,-8,0.8,-9,-2.7,-3,-0.51,2,10
Cc1ccc(S(=O)(=O)NCC(c2cccnc2)N(C)C)cc1 (stereo not drawn),nt,nt,-1.8,nt,-1.8,6,nt,10,-5
CC(=O)NCCn1c(SCC(=O)OCc2ccccc2)nc2ccccc2c1=O,0.3,-4,-0.7,11,-1.8,6,nt,3,-2
CCC1CCCCN1C(=O)CSc1nnc(CNC(=O)COc2ccc(Cl)cc2)o1 (stereo not drawn),nt,nt,-0.8,nt,0.2,3,0.63,10,2
CC1CCN(S(=O)(=O)c2cccc(C(=O)Nc3ccccn3)c2)CC1,-0.6,1,-1.6,4,-1.8,-1,0.64,16,7
O=C(CSc1nnc(-c2ccccc2)c(-c2ccccc2)n1)N1CCOCC1,-2.0,nt,-0.1,8,1.2,-3,0.027,nt,nt
CC1CC(C)CN(C(=O)C(NS(=O)(=O)c2ccc3c(c2)oc(=O)n3C)C(C)C)C1 (stereo not drawn),-0.5,-1,-0.9,-2,0.2,-5,nt,0,6
Cc1ccc(C2C(=O)N(C3CCC(C)CC3)CC(=O)N2C2CC2)cc1 (stereo not drawn),nt,nt,-0.1,nt,1.0,8,-0.68,8,-4
c1csc(-c2ccc3ccccc3n2)c1,-0.4,-3,0.7,-10,-1.6,0,1.1,-12,6
# (list continues)
SMILES,S1P3 ag,Jurkat viability,5HT1E ag,S1P1 ag pot,5HT1a ag,HTR1E antagonist,D1 allo mod,HEK293 NFkB inh,5-HT1A blocker
O=C(CSc1nc2ncccc2[nH]1)c1ccc(F)cc1,-0.3,1,0.5,-3,-2.1,-4,-0.43,-5,2
O=C(Cn1cnc2c(nnn2Cc2ccc(F)cc2)c1=O)NCC1CCCO1 (stereo not drawn),-1.3,-2,0.0,-8,1.4,5,-0.22,15,-2
O=C(CCS(=O)(=O)c1ccccc1)Nc1nc2c(s1)CCCC2,-0.7,4,1.3,-4,1.8,-12,0.038,6,-9
O=C(NCCc1cn2ccsc2n1)c1cccs1,-0.3,-5,-0.1,-34,-4.4,-4,0.14,7,1
COc1ccc(-c2cc(C(=O)N3CCN(Cc4ccccc4)CC3)no2)cc1OC,-1.3,-4,0.5,-5,-2.5,-3,0.55,16,-16
O=C(c1cccc(Cl)c1)N(Cc1cccs1)C1CCS(=O)(=O)C1 (stereo not drawn),-0.2,4,-0.9,-13,-1.8,-3,-0.95,13,3
CN(C)C(CN1C(=O)C2CC=CCC2C1=O)c1cn(C)c2ccccc12 (stereo not drawn),-3.2,nt,-0.2,4,2.6,-9,-0.71,nt,nt
COc1ccc(C(=O)COC(=O)CSCc2c(C)noc2C)cc1OC,-0.2,-4,0.8,-10,-1.6,2,7.6*,10,2
CCOC(=O)CCCCC(=O)NC(CO)C(=O)NC (stereo not drawn),-4.0,nt,0.7,-16,3.1,-14,nt,nt,nt
O=C1C2C3C=CC(C3)C2C(=O)N1CNc1ccc(O)cc1 (stereo not drawn),0.5,24,0.6,-8,-5.4,-1,0.48,-3,-7
Cn1cc(NC(=O)c2cc(NC(=O)c3cc(NC=O)cn3C)cn2C)cc1C(=O)NCCC(=N)N,-3.3,nt,-0.7,0,-1.2,-2,-0.66,nt,nt
c1cnc(N2CCN(c3ncnc4c3oc3ccccc34)CC2)nc1,0.2,1,2.0,-42,-2.4,-6,4.4,7,6
O=C(NCc1ccc2c(c1)OCO2)c1cccnc1,-0.6,14,-2.0,-5,-2.8,8,0.17,7,-2
COCCCNC(=O)Cn1nc(-c2ccc(C)cc2)ccc1=O,-1.0,10,-0.7,2,-2.5,1,-0.065,12,9
CC(C)CCn1nnnc1C(c1ccc(F)cc1)N1CCN(C(=O)c2ccco2)CC1 (stereo not drawn),-0.1,6,1.1,-19,-0.8,-3,-0.53,20,-6
CCCCc1nc2ccccc2c(NC(=O)CN2CCN(C)CC2)c1CCC,-0.6,-7,0.5,-9,-4.3,0,nt,-9,1
Cc1cc(C)c2c3c(sc2n1)C1(CCSCC1)C(C#N)=C(N)O3,-0.6,0,1.1,nt,3.6,7,-0.51,12,-10
N#CC1=C(N)C(C#N)(C#N)[C@H](c2c(F)cccc2F)[C@H]2CC3(CC=C12)OCCO3,1.7,13,1.5,37,-1.3,-2,0.59,-4,8
Cc1noc(C)c1COc1cccc(C(=O)Nc2ccc(C#N)cc2)c1,-2.0,10,-0.8,-5,-2.9,8,-0.45,20,16
COc1ccc(Cl)cc1NC(=O)CN1CCC(n2nnc3cc(F)ccc32)CC1,-0.5,-1,-0.3,-4,0.1,1,-4.7,11,12
C=CCn1c(NCCO)nc2sc3c(c2c1=O)CCC3,-1.1,-7,0.4,4,-4.6,2,11*,4,2
Cc1ccc(N2C(=O)CC(N3CCN(C4CCc5ccccc5C4)CC3)C2=O)cc1 (stereo not drawn),-1.9,16,-0.4,8,20*,9,-0.69,10,14
CCn1cc(Cl)c(C(=O)Nc2nc3ccccc3n2CCN2CCCCC2)n1,-1.8,1,0.8,-5,1.5,-7,-0.83,-3,15
CC(n1cnnn1)C12CC3CC(CC(C3)C1)C2 (stereo not drawn),-1.6,1,0.7,-21,-0.6,-5,0.86,6,-5
COc1ccc(CNC(=O)CSc2nnnn2Cc2ccccc2)cc1,-0.3,0,-0.6,19,-1.2,-2,0.6,20,7

# Compounds from the list above that have two or more sulfur atoms:
SMILES,S1P3 ag,Jurkat viability,5HT1E ag,S1P1 ag pot,5HT1a ag,HTR1E antagonist,D1 allo mod,HEK293 NFkB inh,5-HT1A blocker
COC(=O)c1ccsc1NC(=O)CSc1nnnn1Cc1ccccc1,-0.4,1,-0.6,-19,-2.1,7,0.011,-6,0
COC(=O)CSc1cc(SCC(=O)OC)c(C#N)c(SCC(=O)OC)c1,-0.8,3,-0.6,-14,-2.5,5,-4.6*,0,0
O=C(CCS(=O)(=O)c1ccccc1)Nc1nc2c(s1)CCCC2,-0.7,4,1.3,-4,1.8,-12,0.038,6,-9
O=C(NCCc1cn2ccsc2n1)c1cccs1,-0.3,-5,-0.1,-34,-4.4,-4,0.14,7,1
O=C(c1cccc(Cl)c1)N(Cc1cccs1)C1CCS(=O)(=O)C1 (stereo not drawn),-0.2,4,-0.9,-13,-1.8,-3,-0.95,13,3
Cc1cc(C)c2c3c(sc2n1)C1(CCSCC1)C(C#N)=C(N)O3,-0.6,0,1.1,nt,3.6,7,-0.51,12,-10

# The list continues:
SMILES,S1P3 ag,Jurkat viability,5HT1E ag,S1P1 ag pot,5HT1a ag,HTR1E antagonist,D1 allo mod,HEK293 NFkB inh,5-HT1A blocker
CCn1c(SCc2nc3ccccc3[nH]2)nnc1-c1ccncc1,-0.1,-3,0.1,-43,0.0,-6,0.44,16,5
CN(C)S(=O)(=O)c1ccc(NC(=O)C2COc3ccccc3O2)cc1 (stereo not drawn),2.0,-2,-0.1,-9,-0.6,-2,0.27,10,-21
Cc1nc2ccccn2c1P(=Nc1ccccc1)(N(C)C)N(C)C,0.7,1,-0.3,10,0.5,-5,0.013,9,-8
COc1cccc(-n2c(SCC#N)nnc2-c2cnccn2)c1,0.2,-1,-0.2,-25,-2.1,-2,0.0051,0,-12
CN1CCN(c2nc3c(c(=O)n(C)c(=O)n3C)n2CCSc2nc3ccccc3s2)CC1,-0.3,9,0.9,4,0.3,2,0.53,13,5
Cc1cc(C)nc(N(C#N)Cc2ccc(Br)cc2)n1,-0.7,0,-2.2,nt,-1.3,-3,1.1,13,18
Cc1ccc(CSc2nnc(-c3cccs3)n2C)cc1,0.2,-4,-1.4,2,2.1,-3,0.16,14,5
O=C1CC(c2ccc(F)cc2)Cc2nc(N3CCN(c4ccccc4)CC3)ncc21 (stereo not drawn),-0.3,-7,0.6,8,-3.8,-83,-0.056,4,-2
COc1ccc(-c2cn3cc(C)ccc3n2)cc1OC,-0.4,3,0.7,-9,-1.2,-4,-6.5*,-52,2
Cc1cccc(OCc2nnc(SCC(=O)N(C(C)C)C(C)C)n2Cc2ccco2)c1C,-0.1,-2,1.1,-6,3.0,-20,0.1,7,7
Cc1c(NC(=O)C2Cc3ccccc3CN2C(=O)c2ccco2)c(=O)n(-c2ccccc2)n1C (stereo not drawn),-0.5,2,-0.7,6,-2.9,-8,-0.73,18,-3
CCN(CC)C(=O)C(C)OC(=O)COc1ccc(Cl)cc1C (stereo not drawn),-0.7,7,-0.7,-2,-1.7,3,-0.31,2,6
CCC(C)(C(=O)NC1CCCC1)N(C(=O)CNC(C)=O)c1ccccc1 (stereo not drawn),nt,nt,-1.5,nt,0.2,-3,nt,4,0

# Assay outcomes: PubChem, several laboratories
